# Screening data: PubChem, several laboratories
# C-LANA FP – blocks KSHV LANA C-terminal domain binding to DNA; MBP-C-LANA/FAM-LBS DNA binding, fluorescence polarization; AID 504423; 340,000 compounds, 0.078% hits; inhibition, % at 9 µM;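 active = highest replicate inhibition at or above 60% at 9 µM, even if other replicates fall short; inactive = all replicates below 60% inhibition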;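 also: 0% = neutral control wells and 100% = 4 µM acridine orange control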
# Cardiac RTF inh – cardiac RTF calcium desensitization; P19429+P45379; IANBD-labeled cardiac RTF, Ca2+ fluorescence; inhibition, % at 7.15 µM; 340,000 compounds, 0.12% hits; AID 493244;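 active = inhibition above the mean inhibition of all tested compounds plus 3 SD, cut at about 17% in these data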;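 also: assay run at fixed EC70 calcium of 1.6 mM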
# NSD2 HMT inh – inhibitors of human histone methyltransferase NSD2 | NSD2 peptide methylation, AlphaScreen, 120 min | 310,000 compounds, 0.54% hits | O96028 | inhibition, % at 12.5 µM; in the data active = inhibition above about 50%
# Pemphigus Ab inh – human desmoglein-3 autoantibody binding inhibition; DSG3-coupled beads, scFv-anti-DSG3-GFP binding, flow cytometry; stronger effect = lower value; binding (percent of control), % at 10 µM; 310,000 compounds, 0.48% hits;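 active = binding more than 3 SD below its plate's average and above zero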;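 also: hits lower antibody fragment binding to DSG3; some compounds called inactive have numbers as strong as hits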
# V-ATPase pH – regulators of yeast V-ATPase proton transport; response, % at 10 µM; S. cerevisiae, pHLuorin cytosolic pH fluorescence; AID 504577; 350,000 compounds, 0.37% hits; in the data active = response mostly above about 7.3%, no sharp cut-off; inactive = mostly below about 5.4%; also: actives read high; inactives centre near 0; some compounds called inactive have numbers as strong as hits
# DAGLB inhibitor – blocks human DAGLB lipase activity; Q8NCG7; HEK293T DAGLB membrane lysate, EnzChek fluorogenic substrate; inhibition, % at 5.17 µM; 340,000 compounds, 0.059% hits; AID 504411; in the data active = inhibition above about 34%;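 also: 0% = enzyme with vehicle and 100% = wells lacking enzyme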
# Target sequence (Q8NCG7 whole entry, looked up): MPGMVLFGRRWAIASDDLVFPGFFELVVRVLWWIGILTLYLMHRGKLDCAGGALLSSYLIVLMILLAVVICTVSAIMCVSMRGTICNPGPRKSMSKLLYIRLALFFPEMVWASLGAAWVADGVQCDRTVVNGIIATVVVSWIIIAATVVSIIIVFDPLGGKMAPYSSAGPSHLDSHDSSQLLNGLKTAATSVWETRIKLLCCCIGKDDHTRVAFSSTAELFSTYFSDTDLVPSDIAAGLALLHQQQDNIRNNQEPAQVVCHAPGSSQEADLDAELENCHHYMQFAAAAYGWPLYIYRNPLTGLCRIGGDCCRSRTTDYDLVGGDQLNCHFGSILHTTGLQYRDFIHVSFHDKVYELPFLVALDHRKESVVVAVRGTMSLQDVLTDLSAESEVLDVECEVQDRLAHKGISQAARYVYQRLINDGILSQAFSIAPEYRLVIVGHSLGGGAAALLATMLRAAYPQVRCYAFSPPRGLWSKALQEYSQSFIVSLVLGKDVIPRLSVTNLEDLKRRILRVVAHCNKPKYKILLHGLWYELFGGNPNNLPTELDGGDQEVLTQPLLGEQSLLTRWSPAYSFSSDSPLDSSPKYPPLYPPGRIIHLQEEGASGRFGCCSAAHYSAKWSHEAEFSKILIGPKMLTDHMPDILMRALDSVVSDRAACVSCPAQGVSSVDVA
# Keap1 Nrf2 FP – inhibitors of human Keap1-Nrf2 protein-protein interaction. Q14145. Keap1 Kelch-Nrf2 peptide fluorescence polarization, 1536-well. inhibition, % at 9.4 µM. 340,000 compounds, 0.15% hits. AID 504523; in the data active = inhibition above about 12%;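 also: human Keap1 Kelch domain with fluorescein labeled Nrf2 9mer peptide probe; 0% = neutral control wells and 100% = peptide positive control; higher means more block of Keap1 binding to Nrf2 peptide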
# CAL PDZ FP-1 – inhibitors of human CAL PDZ peptide binding; Q9HD26; purified CAL PDZ, TMR-peptide fluorescence polarization, 1 h; inhibition, % at 20 µM; 330,000 compounds, 0.02% hits; AID 504414;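 active = highest replicate inhibition of at least 40%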;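 also: plate controls were DMSO neutral control wells for no effect and unlabeled competitor peptide control wells for full effect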
#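 Control set: unlabelled peptide and DMSO controls / Material: purified CerCALP PDZ construct / Timing: 1 h incubation at room temperature before polarization reading / Doses: 20 µM, one dose / Detection: fluorescence polarization (mP)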
# Arrestin-AP2 inh – inhibitors of human beta-arrestin and AP2 interaction. FITC-arrestin peptide / GST-AP2 beads, flow cytometry; AP2 beta2 appendage carries R879A mutation. 340,000 compounds, 0.31% hits. AID 504490. inhibition, % at 10 µM;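 active = inhibition above a set limit, near 3 SD of compounds lacking own fluorescence, cut at about 54% in these data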;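 also: plate controls were DMSO wells for no effect and 5 µM unlabelled arrestin peptide for full effect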
#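 Assay system: GST-AP2 R879A bound to glutathione beads, E. coli-expressed; Medium: PBS with 0.05% Tween 20 and 0.1% BSA; Also added: fluorescein-tagged arrestin peptide at 50 nM final; Timing: 12 min plus 1 h, RT; Measured by: flow cytometry, FL1 (488/535 nm); Evaluation: percent drop in bead-associated FITC signal.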
# CAL PDZ FP-2 – inhibitors of human CAL PDZ peptide binding; inhibition, % at 24.9 µM; 300,000 compounds, 0.92% hits; purified CAL PDZ, TMR-peptide fluorescence polarization, 1 h; AID 602252;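 active = mean inhibition of at least 30% with at least half of replicates also reaching 30%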;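 also: 0% = DMSO neutral control and 100% = excess unlabeled competitor peptide PRC23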
# Active calls of the source: *; x = not tested or not shown. Some of the compounds tested, so the mix of outcomes need not match the whole.
mol	C-LANA FP	Cardiac RTF inh	NSD2 HMT inh	Pemphigus Ab inh	V-ATPase pH	DAGLB inhibitor	Keap1 Nrf2 FP	CAL PDZ FP-1	Arrestin-AP2 inh	CAL PDZ FP-2
O=C(O)c1cc(NCc2cccs2)ccc1N1CCOCC1	0.9	-5	-2	94	0	1	-7	-1.6	8	-2
COc1ccc(NC(=S)NCCNC(C)=O)cc1	1.1	1	-2	99	0	1	1	-0.8	0	x
COc1ccc(CCNC(=O)C2CCN(C(=O)c3cccc(Cl)c3)CC2)cc1OC	1.2	2	-2	116	3	-2	2	0.1	6	-4
CCc1ccc(C(=O)COC(=O)CNC(=O)c2ccco2)cc1	-0.6	-5	0	94	-7	-2	2	-1.1	-11	-1
Cn1c(=O)oc2cc(S(=O)(=O)N3CCc4ccccc43)ccc21	-0.1	6	-6	100	5	-1	-6	-0.4	2	-2
CCN1CCN(CC(=O)Nc2ccccc2)C(=O)C1=O	-0.3	-12	x	103	3	-3	3	0.0	-7	x
COc1ccc(Cl)cc1NC(=O)NC1CCCCC1	0.0	-2	-1	107	2	-4	-4	-0.2	3	-3
S=C1NC2(CCCCC2)NN1c1ccccc1	0.3	0	-6	103	-2	-2	-1	0.5	7	x
Cc1ccc(NC(=O)c2nnn(-c3cc(C)cc(C)c3)c2N)cc1	4.2	2	-1	x	-6	-4	3	-1.0	50	-3
CC(Oc1ccccc1F)C(=O)NNC(=O)CC(C)c1ccccc1 (configuration not stated)	1.9	-3	-2	93	4	2	5	-1.3	-15	2
CN(C)c1cc[n+](CC(=O)Nc2cccc([N+](=O)[O-])c2)cc1	0.4	-8	20	94	0	-3	-2	-0.3	5	-4
Cc1cc(C)n2nc(SCC(=O)Nc3ccc(S(=O)(=O)N(C)C)cc3)nc2n1	-1.4	-6	1	96	2	0	-5	-0.7	-3	x
CC(=O)Nc1ccc(S(=O)(=O)N(Cc2cccnc2)Cc2cc3ccc(C)cc3[nH]c2=O)cc1	1.1	-5	0	x	-3	0	2	-4.5	9	-5
CCc1nn(CC(=O)NCCCN2CCN(C)CC2)c(=O)c2cc3sccc3n12	-2.2	-5	2	99	3	0	-4	-1.5	38	-3
COc1ccccc1C(=O)N1CCC(N2CCN(c3ccccc3)CC2)CC1	-5.1	-10	1	x	7	0	-4	-1.7	1	-3
Cc1cc(-n2c(C)cc(C(=O)CCl)c2C)no1	1.1	-13	7	99	2	0	0	-0.4	2	-1
COc1ccc(CN2CCNC(=O)C2CC(=O)N(C)Cc2ccccn2)cc1OC (configuration not stated)	-5.0	0	-1	104	2	1	0	-1.1	6	-6
CNC(=O)COc1ccc(Cl)c2cccnc12	-1.4	-8	0	107	3	3	4	0.1	6	x
Cc1nn(C)c(Oc2ccc(Cl)cc2)c1C(=O)O	0.5	-6	x	100	4	-1	0	-3.7	-1	-1
COc1ccc(-c2cc(=O)c3c(OC)c(OC)c(OC)c(OC)c3o2)cc1OC	0.4	-2	x	103	-1	-1	-4	-0.9	5	-4
CCCCCN(C(=O)NC(=O)Nc1ccc(C)cc1C)S(C)(=O)=O	0.2	-15	1	108	-1	-1	-3	-1.6	-8	-2
COC(=O)Cn1c2ccc(C)cc2c2nc(C)sc21	0.9	-6	3	100	5	1	2	x	8	-2
COC(=O)c1ccc(CSc2nnc(Nc3cccc(OC)c3)s2)o1	1.8	-10	1	x	-1	-2	-3	-1.8	4	2
CC1CN(S(=O)(=O)c2cccc(C(=O)NCc3ccco3)c2)CC(C)O1 (configuration not stated)	-0.8	-14	20	104	-2	-1	-2	-7.5	-8	x
O=C(CCC1N=C2c3ccccc3N=C(SCC(=O)NCc3ccco3)N2C1=O)NCc1ccco1 (configuration not stated)	5.3	1	7	113	0	1	-6	0.3	-7	-3
COc1ccc(C2C(C#N)=C(C)NC3=C2C(=O)CC(C)(C)C3)c(OC)c1 (configuration not stated)	0.5	-25	x	107	-3	-2	-3	-1.0	5	-3
CCCCOCCOC(=O)C1OC1(C)c1ccccc1 (configuration not stated)	x	x	-1	109	3	1	x	x	x	x
Cc1ccc([N+](=O)[O-])cc1NC(=O)CSc1nnc(C)n1CC1CCCO1 (configuration not stated)	-0.2	6	-5	x	4	0	0	-1.4	4	0
COc1ccc(CNCc2ccc3c(c2)OCO3)c(OC)c1OC	0.5	-9	0	111	-1	0	-3	-1.0	-6	8
O=C(CCCC1=NS(=O)(=O)c2ccccc2N1)N1CCN(c2ccc([N+](=O)[O-])cc2)CC1	-0.8	-7	2	x	1	6	1	-0.3	25	-1
CCC(C)c1ccc(NC(=S)N2CCN(C(=O)C3CCCO3)CC2)cc1 (configuration not stated)	1.4	-6	0	103	0	-1	0	-1.3	-2	2
Cc1c(C)n(CCc2ccccc2)c2ncnc(NCCO)c12	-0.4	-4	-1	98	0	2	-5	-0.2	-1	-2
COc1cc2cc(Oc3ccc4ccc(=O)oc4c3)c(=O)oc2cc1OC1OC(COC(=O)CC(C)(O)CC(=O)O)C(O)C(O)C1O (configuration not stated)	8.7	-9	x	101	-4	0	-5	-0.5	-3	-5
Cc1ccc(C2CC(c3ccccc3OC(F)F)Nc3ncnn32)cc1 (configuration not stated)	0.2	-8	-2	104	1	2	2	-1.1	21	-4
CC(C)Sc1ncnc2c1cnn2-c1ccccc1	1.5	-4	-7	99	0	-9	-3	x	-1	-7
Cc1cc(C)c(NC(=O)Nc2ccccc2)c(C)n1	0.7	-9	1	102	-2	-1	-1	-0.8	10	-2
O=C(Nc1ccccc1C(=O)N1CCOCC1)c1ccncc1	-1.0	-6	-1	119	7	-2	-1	x	6	-2
CCN(CCn1cccn1)C(=O)CC1C(=O)NCCN1Cc1cccc(OC)c1OC (configuration not stated)	0.3	7	-2	103	1	-1	-6	-2.2	7	2
Cc1ccccc1NC(=O)CSc1nnc2ccc(-c3cccnc3)nn12	-1.5	-1	0	98	10*	-1	0	-4.3	29	12
Cc1cc(OCCCCCN2CCCC2)ccc1Cl	-0.4	2	11	100	-1	1	2	-0.9	34	x
O=C(NCc1n[nH]c(=S)n1-c1cccc(C(F)(F)F)c1)c1ccc(S(=O)(=O)N2CCCC2)cc1	-0.8	-9	-5	86	-1	1	0	-1.6	-16	-5
Cc1cc2ccccc2c(=O)[nH]1	1.3	-14	x	99	-1	0	-2	-2.6	-9	-2
CCC1Sc2ccccc2N(CC(=O)NCCC2=CCCCC2)C1=O (configuration not stated)	1.5	-3	-2	102	1	0	2	x	1	-3
C=CCN(CC=C)Cc1c(O)ccc2c(=O)c(-c3ccccc3)coc12	0.9	-4	-1	91	-2	1	0	x	12	-4
Nc1ccc(C(=O)N/N=C\c2cc(N=Nc3cccc4ccccc34)ccc2O)cc1	0.8	3	1	x	1	31	-2	-0.6	-4	2
O=C(CSc1nnnn1-c1cccc2c1CCCC2)N1CCCC1	1.0	4	-1	x	1	-1	-3	0.5	-3	-1
O=C(Nc1ccc(-c2nc3ncccc3o2)cc1)c1ccco1	-0.7	-6	0	102	3	-4	2	-1.1	-5	3
Cc1ccc(C)c(NC(=S)NC(NC(=O)Cc2ccccc2)C(Cl)(Cl)Cl)c1 (configuration not stated)	0.9	-5	-2	110	1	6	4	-0.6	11	-1
O=C(O)c1cc(NCc2ccccc2C(F)(F)F)ccc1N1CCOCC1	1.5	-3	-1	113	-3	2	-2	-0.4	-1	x
CCCN(C(=O)CCc1ccc(OC)cc1)c1c(N)n(Cc2ccccc2)c(=O)[nH]c1=O	0.2	-6	4	106	0	-1	1	-2.1	-6	-2

# Single values from the results shown.
# DAGLB inhibitor with O=C(CCCC1=NS(=O)(=O)c2ccccc2N1)N1CCN(c2ccc([N+](=O)[O-])cc2)CC1 : 6
# CAL PDZ FP-1 with CCN(CCn1cccn1)C(=O)CC1C(=O)NCCN1Cc1cccc(OC)c1OC (configuration not stated) : -2.2

# Remaining list, next part.
mol	C-LANA FP	Cardiac RTF inh	NSD2 HMT inh	Pemphigus Ab inh	V-ATPase pH	DAGLB inhibitor	Keap1 Nrf2 FP	CAL PDZ FP-1	Arrestin-AP2 inh	CAL PDZ FP-2
CC(=O)Nc1ccc(Nc2nc3ccccc3nc2NS(=O)(=O)c2ccccc2)cc1	4.9	-14	-15	99	-4	-5	2	-1.1	-8	2
Cc1ccc(OCCCCCN2CCOCC2)cc1	1.7	0	-2	110	-3	-1	-3	-0.2	-22	x
CC(C)[C@H](NC(=O)OCc1ccccc1)C(=O)NC(C=O)Cc1ccccc1 (some centres not stated)	2.2	-1	x	95	1	1	2	-0.6	3	0
Cc1c(NC(=O)CN(c2ccc(F)cc2)S(=O)(=O)c2ccccc2)c(=O)n(-c2ccccc2)n1C	1.5	-4	-1	101	3	-2	-2	0.1	-6	-2
C=CCSc1nc(=O)n2ccc(C)cc2n1	-1.1	1	-1	89	2	2	0	-0.9	2	-2
O=C(CSC1=NNC(c2ccccn2)S1)Nc1cccc(Cl)c1 (configuration not stated)	12	x	-3	97	3	x	19*	-1.1	-12	x
COc1ccc(OC)c2sc(NC(=O)C3CC3)nc12	-0.2	-4	x	108	-3	0	-1	1.0	0	1
Cc1ccc2nc(N3CCN(C(=O)c4ccco4)CC3)sc2c1	-1.0	-8	-2	97	4	3	2	-2.5	-4	-5
O=C(NCc1ccco1)C12CN(Cc3ccccc3)CC1C(c1ccc([N+](=O)[O-])cc1)=NO2 (configuration not stated)	0.2	6	x	97	5	0	1	-0.7	-7	-1
CCCCCCN1C2=NCCN2c2ccccc21	-0.1	-6	0	101	-2	-1	-4	-1.1	2	10
O=C(CCc1nc(-c2ccc(Cl)cc2)no1)NC1CCCC1	1.2	-7	-5	108	-4	-2	-4	-2.8	5	-3
Cc1cc(C)n(CCc2nc(-c3ccc(C)o3)cs2)n1	0.2	2	-2	99	0	-3	-10	-2.0	-7	3
COc1ccc(NC(=O)CN2C(=O)NC(C)(Cc3ccc(OC)c(OC)c3)C2=O)cc1 (configuration not stated)	x	x	-2	97	-1	1	x	x	x	x
O=C(C[n+]1cc(-c2ccc(Cl)c(Cl)c2)n2c1CCC2)N1c2ccccc2Sc2ccccc21	-3.4	-4	8	106	-1	7	-2	-5.4	x	-4
CCOC(=O)c1cc(-c2ccccc2)n(CC(=O)O)c1C	0.1	-9	1	106	1	-1	-1	-2.6	4	-2
CN1C(C(=O)NCc2ccccc2)CC2Cn3c(nc4cc(Cl)c(Cl)cc43)C21 (configuration not stated)	-1.2	-10	x	160	2	2	-4	0.0	19	-4
CC1(C)C(=O)OC(/C=C\c2cccc([N+](=O)[O-])c2)C(C)(C)C1=O (configuration not stated)	-0.5	-32	-1	96	2	-1	1	0.2	4	1
